NCI-60 one-dose screen, 48 h, at 10 µM unless noted. Numbers give growth in % (100 = growth as untreated, 0 = no growth, -100 = all killed).
HCT-116: HCT-116 colon cancer. 7.3% of 82,000 active. AID 1794798
SF-268: SF-268 CNS cancer cells | 3.1% of 82,000 active | AID 1794759
U251: U251 CNS tumor cells; 5.4% of 80,000 active; AID 1794753
KM12: KM12 colon cancer cells. AID 1794800. 5% of 82,000 active
HCC-2998: HCC-2998 colon cancer; 4.7% of 79,000 active
SNB-19: SNB-19 CNS cancer cells; 2.5% of 81,000 active
SF-539: SF-539 CNS cancer. 6.8% of 81,000 active
SNB-75: SNB-75 CNS cancer. 5% of 79,000 active. AID 1794750
SF-295: SF-295 CNS cancer cells | 5.6% of 79,000 active | AID 1794758
* hit, by the source's call; x = no result given; & = joins results of further samples; [ ] = dose if it differs, or a comment. The calls were made as follows: active = growth percent below 10; inactive = the rest.

Structure	HCT-116	SF-268	U251	KM12	HCC-2998	SNB-19	SF-539	SNB-75	SF-295
COc1ccc(CN2CC3CC3(COc3ccc(F)c(F)c3)C2)cc1F (centres undefined)	93	106	97	95	109	104	95	98	101
C=C(C)[C@@H]1CCC=C2CC[C@]3(C)[C@H](CC[C@@H]4[C@@]5(C)CC[C@H](OC(=O)c6cccnc6)C(C)(C)[C@@H]5CC[C@]43C)[C@H]21	82	96	107	103	107	99	99	111	102
CC(=O)C(c1ccccc1)(c1ccccc1C)c1ccccc1C	74	99	95	93	93	107	113	123	84
O=[N+]([O-])c1cc(Cl)c(Cl)cc1NS(=O)(=O)c1ccccc1	77	93	83	76	72	80	71	79	95
COc1ccc(/C=C2\SC(=Nc3cc(C)on3)NC2=O)cc1	96	104	109	108	108	96	99	97	95
CCCCNC(=O)NS(=O)(=O)c1ccc(N2N=C(c3ccc(C(C)(C)C)cc3)CCC2=O)cc1	97	106	94	94	124	103	103	88	97
COc1ccc(Nc2nnc(-c3ccc4c(c3)OCO4)o2)cc1	76	95	86	49	81	94	96	107	107
Cc1nn(-c2ccccc2)c(Oc2ccccc2)c1-c1nc2ccc(C(=O)O)cc2[nH]1	101	93	99	99	121	106	97	91	102
Cc1cc2nc3c4cccc(O)c4n(CCN(C)C)c3nc2cc1C	22	51	35	38	25	38	26	26	32
COC(=O)c1nc(N)nc(C(=O)OC)c1C(=O)c1cccc([N+](=O)[O-])c1	104	102	102	99	117	103	102	88	99
c1ccc2c(c1)ncn2-c1ccnc(NC2CCOC2)n1 (centres undefined)	92	96	96	81	108	102	88	105	94
CC(C)CC(N)=O	95&104	105&107	98&98	99&109	115&96	108&100	108&104	95&90	99&87

Going on with the list:
Structure	HCT-116	SF-268	U251	KM12	HCC-2998	SNB-19	SF-539	SNB-75	SF-295
Oc1c(CN2CCC(N3CCCCC3)CC2)cc(Cc2cc(CN3CCC(N4CCCCC4)CC3)c(O)c3ncccc23)c2cccnc12	13	28	25	22	33	37	-55*	54	31
c1ccc(-c2cn(-c3nc(N4CCOCC4)c4ccccc4n3)nn2)cc1	96	79	93	92	94	90	87	71	94
CCOC(=O)Nc1cc(Cl)ccc1O	86	70	82	77	104	100	91	71	89
N#C/C(=C/c1cc(Br)cc(Br)c1O)C(N)=O	95	104	109	110	x	93	104	116	113
O=C(OC(c1ccccc1)C(OC(=O)c1ccccc1)c1ccccc1)c1ccccc1 (centres undefined)	94	98	94	106	115	99	101	110	103
Cc1ccc(S(=O)(=O)NCCNc2nccc(-n3ccc4cccnc43)n2)cc1	95	96	101	98	112	100	103	x	103
O=C1CCCN1C1CCN(Cc2ccc(Cl)cc2)c2ccc(Cl)cc21 (centres undefined)	48	87	75	81	91	87	97	88	62
O=c1c2cc(F)ccc2sc2c(Nc3cccnc3)nc3ccccc3c12	62	90	70	89	94	94	82	72	95
CN(C)S(=O)(=O)c1c([N+](=O)[O-])ncn1C	91	107	104	102	95	99	94	100	103
COc1ccc(-c2nc(NN3C(=O)C4C=CC=CC4C(=O)OC3c3ccc(OC)c(O)c3)[nH]c(=O)c2Br)cc1 (centres undefined)	102	98	97	102	98	97	100	93	102
COc1ccc(S(=O)(=O)N2C(=O)N(S(=O)(=O)c3ccc(OC)cc3OC)[C@H](OC)[C@H]2OC)c(OC)c1	102	104	101	107	109	98	116	87	96
Cc1ccc(S(=O)(=O)NC(CCC(=O)O)C(=O)O)cc1 (centres undefined)	94	103	x	108	109	104	102	85	97

Next results
Structure	HCT-116	SF-268	U251	KM12	HCC-2998	SNB-19	SF-539	SNB-75	SF-295
Nc1nnc(CSCc2ccc(F)cc2)s1	101	97	96	99	112	100	93	84	95
O=c1oc2c(cc1-c1ccccc1)c(=O)[nH]c1ccccc12	97	100	93	101	105	97	106	93	95
COc1ccc(-c2nc3sc(C)nn3c2/C=C2/C(=O)Nc3ccc(Cl)cc32)cc1	59	85	80	82	112	94	84	64	x
COc1cccc2nc(Nc3cccc(NC(=O)c4cc(-n5cnc(C)c5)cc(C(F)(F)F)c4)c3)ccc12	65	69	70	70	87	84	58	33	71
Cc1cc(=O)n(C(=O)Nc2ccc(Cl)cc2)c2cc(O)ccc12	87	97	100	114	103	102	101	91	107
Oc1cccc2ccc(-c3n[nH]c(=S)o3)nc12	102	99	97	96	102	89	95	88	99
O=C(O)c1cccc(-c2ccc(/C=N/NC(=O)c3[nH]c4ccc(Br)cc4c3-c3ccccc3)o2)c1	66	48	35	79	85	31	12	58	72
Cc1cccc2c1C[C@@]1(C2=O)C(c2ccc(C(C)(C)C)cc2)=NOS1=O (some centres undefined)	92	95	88	92	109	93	108	101	99
CCCCOc1ncnc2c1CC(C)c1cc(Cl)ccc1N2C (centres undefined)	98	98	97	98	104	101	96	83	97
CCCc1nc2c(c(=O)n(C)c(=O)n2C)n1C	112	117	95	107	104	101	100	77	92
COc1ccc(C(C)c2ccc(OC)cc2)cc1	85	98	105	102	108	107	104	93	103
N=C1SCC(=O)N1c1ccc(NC(=O)c2ccccc2-c2ccccc2C(=O)O)cc1	103	106	99	107	101	100	102	81	120

Following part.
Structure	HCT-116	SF-268	U251	KM12	HCC-2998	SNB-19	SF-539	SNB-75	SF-295
COc1ccc(C(=O)c2ccc(C)cc2)c(O)c1	82	85	84	83	x	87	93	134	88
CC(=O)c1ccc2c3c(n(C)c2c1)CCCC3	99	101	102	112	94	100	98	92	98
OC(Cc1ccc(Cl)cc1)c1ccccc1 (centres undefined)	105	99	97	108	104	103	112	x	94
CCOC(=O)C1=C(Cn2cc(CO)nn2)N(C)C(=O)NC1c1ccccc1 (centres undefined)	96	97	113	102	94	109	99	74	97
COc1ccc(C2c3ccc4ccccc4c3Oc3ncn(CCCn4ccnc4)c(=N)c32)cc1OC (centres undefined)	29	90	61	84	73	79	68	84	-7.4*
OCCNc1nc(Nc2ccc(Cl)cc2)nc(Nc2ccc(C3=NN(c4cc(Cl)cc(Cl)c4)C(c4ccc(F)cc4)C3)cc2)n1 (centres undefined)	91	70	89	102	103	97	83	86	104
COC(=O)c1c(C(=O)OC)c2n(CC(=O)Nc3cccc4cccnc34)c3ccccc3n2c1C(=O)c1ccc(-c2ccccc2)cc1	105	97	99	98	111	105	105	82	97
COc1cc(C(=O)Oc2ccccc2OC(=O)c2cc(OC)c(OC)c(OC)c2)cc(OC)c1OC	104	84	104	91	101	97	88	95	115
CCN(CC)CC(C)Nc1ccc(C)c2sc3ccccc3c(=O)c12 (centres undefined)	35	59	37	55	46	54	44	40	76
CC(C)(C)NC/C(=C\c1ccccc1)C(=O)c1ccccc1	-95*	7.4*	-18*	14	-79*	66	-46*	27	86
O=[N+]([O-])c1ccc(-c2cc3c(NCCc4ccccc4)ncnc3s2)cc1	84	98	82	96	92	98	96	98	78
CNC(=O)c1nc(-c2ccc(OC)c(OC)c2)n(-c2ccc(OC)cc2)n1	109	114	95	108	110	106	101	84	x

Going on with the list:
Structure	HCT-116	SF-268	U251	KM12	HCC-2998	SNB-19	SF-539	SNB-75	SF-295
COc1ccc(C2CC(c3cc(OC)c(OC)c(OC)c3)=NN2C(C)=O)cc1OCC(=O)Nc1nc2ccccc2s1 (centres undefined)	93	88	98	104	107	90	105	65	98
Oc1c(Cl)cc(Cl)cc1C(c1cc(Cl)cc(Cl)c1O)C(Cl)(Cl)Cl	0.3*	12	4.2*	-0.3*	x	19	4.4*	-7.6*	x
CC(/C=C1\SC(=S)N(CC(=O)NC(Cc2ccccc2)C(=O)O)C1=O)=C\c1ccccc1 (centres undefined)	105	95	104	109	103	103	100	89	104
CCOC(=O)c1c2c(n(-c3ccc(I)cc3)c1-c1ccccc1)C=CCC2	60	90	93	85	96	105	95	86	96
[O-]/C(=C\[P+](c1ccccc1)(c1ccccc1)c1ccccc1)c1ccccc1	83	93	101	102	97	96	104	92	77
COc1cc(OC)c(NC(=O)NNC(=O)C(=O)NC2CC2)cc1Cl	98	122	103	114	111	97	101	85	113
COc1cc(C2=NN(C(C)=O)C(c3ccc(OC(C)=O)cc3OC(C)=O)O2)c(OC(C)=O)c2ccccc12 (centres undefined)	14	20	16	22	x	37	7.9*	50	22
Cc1ccc(-c2cc(C(=O)N=Nc3c(O)[nH]c4ccc(Br)cc34)c3ccccc3n2)cc1	27	81	22	49	45	61	76	102	77
O=C(NO)C(=O)NCc1ccccc1	103	110	95	108	119	103	105	92	83
COc1cc2oc(-c3cccc(NC(=O)Nc4ccc(Br)cc4)c3)cc(=O)c2c(OC)c1OC	37	69	55	31	94	77	77	51	51
CCCc1ccc(C2=NN(c3ccc(S(N)(=O)=O)cc3)C(=O)CC2)cc1	73	95	91	89	105	82	82	98	70
CCOC(=O)c1ccc2c(c1)NCc1cccc(OC)c1O2	85	94	89	90	101	93	97	66	x

3 consecutive entries already listed:
Structure	HCT-116	SF-268	U251	KM12	HCC-2998	SNB-19	SF-539	SNB-75	SF-295
COc1cc2oc(-c3cccc(NC(=O)Nc4ccc(Br)cc4)c3)cc(=O)c2c(OC)c1OC	37	69	55	31	94	77	77	51	51
CCCc1ccc(C2=NN(c3ccc(S(N)(=O)=O)cc3)C(=O)CC2)cc1	73	95	91	89	105	82	82	98	70
CCOC(=O)c1ccc2c(c1)NCc1cccc(OC)c1O2	85	94	89	90	101	93	97	66	x

Continued:
Structure	HCT-116	SF-268	U251	KM12	HCC-2998	SNB-19	SF-539	SNB-75	SF-295
O=C(NCn1c(=O)[nH]c2ccccc2c1=O)NC1CCCCC1	109	101	107	107	98	97	96	x	103
CCOC(=O)c1c(C)c2c(n1Cc1ccccc1)CSc1cc(C#N)c(=O)[nH]c1-2	60[100 µM]	67[100 µM]	50[100 µM]	68[100 µM]	100[100 µM]	89[100 µM]	53[100 µM]	25[100 µM]	44[100 µM]
O=C(O)CN1C(=O)CSC1=S	94	107	114	112	97	123	104	105	102
O=C(c1ccccc1)N(CCc1ccc(Cl)cc1)C(=S)N(C(=O)c1ccccc1)c1ccccc1	70	101	97	56	105	109	106	104	109
COc1ccc(NC(=O)Nc2ccc(OCCCCCC(=O)Nc3ccc(C(=O)O)c(O)c3)cc2)cc1	86	91	78	84	100	99	70	68	79
Cc1cc(-c2ccccc2)n2nc3[nH]c(=O)c(=O)n-3nc2c1C#N	93	130	95	105	112	94	92	x	95
CN[C@]1(c2ccccc2Cl)CCCC[C@H]1NCCCc1ccc(F)cc1	89	91	99	97	99	98	99	68	96
C=CCSC1=NC2C(N(CC)C(=O)N2CC)N1/N=C/C=C/c1ccccc1[N+](=O)[O-] (centres undefined)	94	95	95	98	109	95	90	99	98
FC(F)(F)c1ccc(-c2nnc(Nc3ccccc3)s2)cc1	99	108	96	90	99	99	108	102	98
CCOCc1ccco1	96	97	100	99	102	116	101	70	96
Cc1ccc(NCC(O)C(O)C(O)CO)cc1C (centres undefined)	88	96	101	98	103	103	93	98	99
O=C(NNS(=O)(=O)c1ccccc1)c1cccnc1	98	88	97	99	99	88	88	76	104

Sorted by length of the SMILES (low to high): some entries from above.
Structure	HCT-116	SF-268	U251	KM12	HCC-2998	SNB-19	SF-539	SNB-75	SF-295
O=C(NCn1c(=O)[nH]c2ccccc2c1=O)NC1CCCCC1	109	101	107	107	98	97	96	x	103
CN[C@]1(c2ccccc2Cl)CCCC[C@H]1NCCCc1ccc(F)cc1	89	91	99	97	99	98	99	68	96
CCOC(=O)c1c(C)c2c(n1Cc1ccccc1)CSc1cc(C#N)c(=O)[nH]c1-2	60[100 µM]	67[100 µM]	50[100 µM]	68[100 µM]	100[100 µM]	89[100 µM]	53[100 µM]	25[100 µM]	44[100 µM]

The list goes on.
Structure	HCT-116	SF-268	U251	KM12	HCC-2998	SNB-19	SF-539	SNB-75	SF-295
CCOC(=O)c1sc(N/N=C(\C)c2ccc3c(c2)Nc2ccccc2S3)nc1C	23	57	27	7.0*	3.5*	50	34	98	-15*
COc1ccc(C(=O)Nc2ccc(Cl)cc2C(=O)Nc2ccncc2)cc1	39	84	89	95	109	99	97	114	71
CCOC(=O)C(C)SC1=C(C)C(=O)C(OC)=C(OC)C1=O (centres undefined)	92	98	100	101	105	105	95	100	100
O=S(=O)(c1ccccc1)N1C=C/C(=C\Cn2cc(-c3ccc(Br)cc3)nn2)CC1	88	102	108	98	112	94	95	97	90
COc1ccc(/C=C2\C(=O)Nc3cc(Cl)ccc32)cc1OCc1ccccn1	52	63	82	99	108	90	39	88	99
C(=NC1CCCCC1)c1ccccc1	99	102	91	114	112	102	102	92	x
O=C(Nc1ccc(S(=O)(=O)Nc2ncccn2)cc1)c1ccc(N=Cc2c(O)[nH]c3ccccc23)cc1	106	97	113	56	109	100	95	69	102
CN(C)NC(=O)CC(N)C(=O)O (centres undefined)	100	100	100	108	118	104	101	83	98
Nc1nnc(-c2cc(=O)oc3c2ccc2ccccc23)o1	101	94	96	97	104	98	93	93	99
CNC(=O)Nc1sc2cc(OC(C)=O)ccc2c1C(N)=O	74	86	81	81	110	105	96	89	91
O=S(=O)(c1ccc(Br)cc1)c1nc(-c2ccccc2)oc1NCCCn1ccnc1	58	79	69	98	112	82	88	47	81
Nc1nc2ccc(-c3cccc(Cl)c3)cc2c(=O)n1-c1ccc(C(F)(F)F)cc1	90	90	91	85	97	93	94	101	88

Compounds listed so far that contain a thiophene ring, fused or not:
Structure	HCT-116	SF-268	U251	KM12	HCC-2998	SNB-19	SF-539	SNB-75	SF-295
O=[N+]([O-])c1ccc(-c2cc3c(NCCc4ccccc4)ncnc3s2)cc1	84	98	82	96	92	98	96	98	78
CNC(=O)Nc1sc2cc(OC(C)=O)ccc2c1C(N)=O	74	86	81	81	110	105	96	89	91

The list goes on:
Structure	HCT-116	SF-268	U251	KM12	HCC-2998	SNB-19	SF-539	SNB-75	SF-295
CN(C)S(=O)(=O)n1cnc(C(CCO)c2ncn(S(=O)(=O)N(C)C)c2CCCO)c1 (centres undefined)	90	107	98	106	126	97	90	78	106
CN(C)C1CC(c2cccs2)(C2CCCCC2)CCC1=O (centres undefined)	95	89	101	97	102	102	101	67	96
Oc1ccc(-c2nc(N3CCOCC3)c3c4c(sc3n2)CCCC4)cc1	86	74	76	63	93	87	83	33	76
Ic1ncnc2c1ncn2C1CCCCO1 (centres undefined)	97	118	103	113	105	98	95	106	124

No enrichment for hits; overall some 11% were active at least once.
